BLM inh: Bloom syndrome helicase (human) inhibition; P54132; recombinant BLM DNA unwinding, fluorescence dequenching; Potency, µM (doses to about 56.1 µM), inactives show at the highest dose activity change, negative = inhibition, usual class: inhibitors; 350,000 tested, 0.2% active;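 further: potency means the concentration at half of the fitted maximal effect; plate controls were vehicle for no effect and no enzyme for full effect; nearly all actives have a fitted effect of over 35% in size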
POLH inh: DNA polymerase eta (human) inhibition; Q9Y253; recombinant Pol eta, fluorescent DNA replication assay; Potency, µM (titrated, usually from 114 µM), inactives show top-dose activity change, negative = inhibition, actives largely listed as inhibitors; 390,000 tested, 1.2% active; AID 588591; further: potency means the concentration at half of the fitted maximal effect; on the % scale 0 is the no-effect control and ±100 the full control effect
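Pol eta at 10 nM preincubated with compounds 15 min at room temperature; reaction started with fluorescent substrate (50 nM final) and read kinetically at 0 and 10 min.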
Tb PGK inh: inhibitors of T. brucei phosphoglycerate kinase; P07378; PGK/GAPDH coupled, Kinase-Glo luminescence, 60 min; Potency, µM (series often up to 57.5 µM), inactives show at the top dose activity change, negative = inhibition, actives largely listed as inhibitors; 380,000 tested, 0.043% active; further: potency means the concentration at half of the fitted maximal effect; on the % scale 0 is the no-effect control and ±100 the full control effect; nearly all actives have a fitted effect of over 60% in size
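Luminescent ATP detection (Kinase-Glo Plus) follows a 60-minute room-temperature incubation, with wells lacking PGK as controls. Buffer: 100 mM TEA (pH 7.6), 5 mM MgCl2, 0.01% Tween-20. Coupling enzyme GAPDH (100 nM final) supplies unstable 1,3-BPG in-well.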
Anesthetic bind: binds horse apoferritin like a general anesthetic; P02791; apoferritin/1-aminoanthracene competitive binding, fluorescence; Potency, µM (doses to about 77.5 µM), for inactives: at the highest dose activity change, negative = displacement, actives largely listed as inhibitors; 350,000 tested, 0.074% active; AID 485281; further: potency means the concentration at half of the fitted maximal effect; on the % scale 0 is the no-effect control and ±100 the full control effect; nearly all actives have a fitted effect of over 20% in size
Target sequence (P02791 2-175 limits assumed): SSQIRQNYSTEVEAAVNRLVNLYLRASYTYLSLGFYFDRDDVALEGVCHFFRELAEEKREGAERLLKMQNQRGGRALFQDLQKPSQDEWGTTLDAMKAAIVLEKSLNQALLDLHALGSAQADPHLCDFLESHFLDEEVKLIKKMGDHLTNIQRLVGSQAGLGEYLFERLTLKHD
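10 uM apoferritin + 50% sat. 1-AMA, PBS; cpd 10 min RT; Ex380/Em535 endpoint; normalized to free probe vs complex; 4-param Hill fit; propofol titration as pos. ctrl.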
POLB inh: DNA polymerase beta (human) inhibition. P06746. Potency, µM (series often up to 114 µM), inactives show at the top dose activity change, negative = inhibition, usual class: inhibitors. Pol beta primer extension/strand displacement, fluorescence kinetic. 340,000 tested, 1.3% active; further: potency means the concentration at half of the fitted maximal effect; on the % scale 0 is the no-effect control and ±100 the full control effect
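Homogeneous kinetic assay of primer extension and strand displacement by 10 nM Pol beta, preincubated 15 min at room temperature with compound before 50 nM substrate (final) was added. Read at 0 and 10 min; four-parameter Hill fit.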
RXFP1 antagonist: RXFP1 (human) relaxin receptor antagonism | 350,000 tested, 0.59% active | HEK293-RXFP1, relaxin-stimulated cAMP HTRF, 30 min; active compounds read low | Q9HBX9 | activity change, negative = inhibition, % at 57.5 µM;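 active means activity change of -60% or lower, but not beyond a set lower limit; inconclusive means change between -60% and -40%, or beyond the set limit; inactive means change above -40%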; further: on the % scale 0 is the no-effect control and ±100 the full control effect
APE1 inh: inhibitors of human APE1 endonuclease; recombinant APE1, TAMRA/BHQ-2 abasic DNA cleavage fluorescence; Potency, µM (titrated, usually from 65.8 µM), inactives show top-dose activity change, negative = inhibition, hits mostly inhibitors; 350,000 tested, 0.35% active; P27695;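 further: potency means the concentration at half of the fitted maximal effect; plate controls were vehicle for no effect and reference inhibitor for full effect; nearly all actives have a fitted effect of over 55% in size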
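Compound pre-exposure to 0.75 nM APE1, 15 min at ambient temperature. Reaction initiated with 50 nM TAMRA/BHQ-2 THF substrate, read immediately in kinetic mode, 525 nm excitation, 598 nm emission.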
POLI inh: inhibitors of human DNA polymerase iota; Q9UNA4; Pol iota fluorescent replication assay, 10 min; Potency, µM (top dose mostly 115 µM), for the others: at the highest dose activity, negative = inhibition, most hits filed as inhibitors; 390,000 tested, 1% active; AID 588590; further: potency means the concentration at half of the fitted maximal effect
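Pol iota at 10 nM preincubated 15 min with compounds at room temperature; reaction started with fluorescent substrate, 50 nM final. Fluorescence read kinetically at 0 and 10 min; buffer-only wells as negative control.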
POLK inh: blocks human DNA polymerase kappa activity | Q9UBT6 | purified Pol kappa, fluorescent DNA synthesis assay, 10 min | Potency, µM (titrated, usually from 107 µM), for the others: top-dose activity, negative = inhibition, hits mostly inhibitors | 400,000 tested, 0.53% active; further: potency means the concentration at half of the fitted maximal effect; on the % scale 0 is the no-effect control and ±100 the full control effect
Target sequence (Q9UBT6 whole entry, looked up): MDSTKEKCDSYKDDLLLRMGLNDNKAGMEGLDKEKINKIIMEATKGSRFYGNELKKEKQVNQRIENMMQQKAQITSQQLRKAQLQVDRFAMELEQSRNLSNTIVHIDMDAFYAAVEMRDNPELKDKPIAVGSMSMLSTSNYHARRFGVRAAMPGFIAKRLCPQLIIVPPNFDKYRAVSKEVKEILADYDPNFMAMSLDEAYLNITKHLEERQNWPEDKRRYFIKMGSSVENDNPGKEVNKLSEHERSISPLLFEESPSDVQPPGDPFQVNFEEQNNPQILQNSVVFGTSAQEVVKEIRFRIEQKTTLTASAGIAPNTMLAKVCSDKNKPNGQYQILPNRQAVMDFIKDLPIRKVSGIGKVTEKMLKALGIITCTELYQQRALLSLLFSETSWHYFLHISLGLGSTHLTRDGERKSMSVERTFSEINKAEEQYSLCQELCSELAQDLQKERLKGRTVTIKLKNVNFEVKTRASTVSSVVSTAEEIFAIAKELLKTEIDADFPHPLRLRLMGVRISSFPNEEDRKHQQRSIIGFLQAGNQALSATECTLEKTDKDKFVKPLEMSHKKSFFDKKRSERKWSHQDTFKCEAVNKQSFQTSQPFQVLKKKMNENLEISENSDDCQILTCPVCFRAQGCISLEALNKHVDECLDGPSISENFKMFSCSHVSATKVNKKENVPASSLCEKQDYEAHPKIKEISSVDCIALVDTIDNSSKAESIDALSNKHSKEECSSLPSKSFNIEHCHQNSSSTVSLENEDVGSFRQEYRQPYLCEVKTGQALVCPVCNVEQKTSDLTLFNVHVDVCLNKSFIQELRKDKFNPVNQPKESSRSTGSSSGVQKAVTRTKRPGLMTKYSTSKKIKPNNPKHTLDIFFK
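Here, compound and 10 nM enzyme are combined for 15 min at room temperature; adding 50 nM substrate (final) starts DNA synthesis, tracked by fluorescence at 0 and 10 min against buffer-only wells.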
An asterisk follows results filed as active; i = inactive; ? = inconclusive; . = not tested or not shown; [ ] = dose if it differs, or a comment. Unless noted, the call rests on the fitted dose curve; in most records, active means well fitted curve in the direction sought with a large enough effect; inconclusive means small, poorly fitted or top-dose-only effect, or another doubt; inactive means no such curve, though single readings can be large; an effect the other way counts as inactive or inconclusive.

SMILES	BLM inh	POLH inh	Tb PGK inh	Anesthetic bind	POLB inh	RXFP1 antagonist	APE1 inh	POLI inh	POLK inh
C[C@H](CO)N1C[C@H](C)[C@@H](CN(C)C(=O)Nc2ccccc2)Oc2c(NC(=O)Nc3ccc4c(c3)OCO4)cccc2C1=O	.	-11%	-7%	.	.	.	44%	2%	8%
Cc1ccc(NC(=O)CN(C)C(=O)COC(=O)CNS(=O)(=O)c2ccc(Br)cc2Cl)cc1	-5%	-27%	i	?	0%	-20	22%	10%	-11%
CCN1CCN(C(c2ccccc2F)c2c(O)cc(C)n(CCOC)c2=O)CC1 (stereo not drawn)	-1%	7%	1%	2%	24%	-8	.	4%	-2%[60.1 µM]
CCOC(=O)c1cccc(NC(=O)c2ccc3nc(C(C)C)oc3c2)c1	-1%	-15%	-10%	-7%	5%	-17	.	6%	-13%[60.1 µM]
CCN(CC(=O)Nc1ccc(N2CCOCC2)cc1)CC(=O)NC(C)(C)C	-6%	2%	-10%	-3%	48%	4	-2%	27%	-3%
COc1ccc(/C=N/NC(=O)CCc2c(C)n[nH]c2C)cc1OC	-15%	-9%	-4%	-11%	30%	10	-6%	3%	-1%
COc1ccccc1OCCC(=O)OCC(=O)c1c(N)n(C)c(=O)n(C)c1=O	-1%	-19%	-4%	-13%	-27%	-6	-15%	71%[activator]	-7%
O=C(NC1(C(F)(F)F)NC(=O)N(Cc2ccco2)C1=O)c1cccnc1 (stereo not drawn)	-2%	-7%	i	3%	0%	-6	0%	0%	3%
O=C(CN1CCCCC1)Nc1cccc([N+](=O)[O-])c1	2%	5%	-8%	-12%	23%	4	12%	1%	-15%
COc1ccc(C(=O)NCc2nnc(SCC(=O)Nc3ccc(F)cc3)n2-c2ccccc2)cc1	-1%	-2%	-4%	35%[activator]	-3%	.	.	-12%	-17%
CCOc1ccc(C(CCc2ccccc2)NC(=O)c2ccc(OC)c(OC)c2)cc1OCC (stereo not drawn)	1%	-13%	-7%	?	-21%	-1	-8%	9%	-15%
CS/C(N)=N/N=C/c1cc(Br)cc(Br)c1O	-9%	-9%	i	46%[activator]	-21%	-21	-7%	-11%	-15%
C=CCOc1ccc(C2C(C(=O)c3ccco3)=C(O)C(=O)N2c2nnc(C)s2)cc1 (stereo not drawn)	-7%	-6%	-3%	-14%	4%	-6	3%	91%[activator]	-26%
O=C(Nc1ccc(Cl)cc1)C1CCN(S(=O)(=O)c2ccc(Br)s2)CC1	-4%	-12%	12%	-2%	0%	-9	.	14%	-10%
O=C(Cc1ccc(F)cc1)OCN1C(=O)c2ccccc2C1=O	-14%	-20%	-4%	-22%	13%	3	-5%	30%	-3%
COc1ccc(S(=O)(=O)N2CCOCC2)cc1NC(=O)c1ccc(OCC(C)C)c(OC)c1	.	-8%	-4%	.	.	2	-20%	-12%	-6%
C/C(Cc1ccccc1)=N\NC(=O)CNC(=O)c1ccccc1	-8%	-17%	i	-23%	14%	2	-2%	31%[activator]	-1%[60.1 µM]
CC(=O)Nc1ccc(S(=O)(=O)NNC(=O)COc2ccc(C)cc2)cc1	-7%	-16%	3%	6%	3%	-7	-11%	5%	0%
O=C(O)c1nnn(-c2cc(C(F)(F)F)cc(C(F)(F)F)c2)c1-c1ccccc1	-2%	-2%	-8%	?	1%	22	2%	49%[activator]	-9%
Cc1nn(-c2ccccc2)c(C)c1NC(=O)COC(=O)Cc1ccccc1F	.	-10%	-5%	.	.	-3	2%	-22%	-6%
CN1CCN(CC(=O)Nc2ccc(OCc3ccccc3)cc2)CC1	1%	.	.	?	1%	.	17%	.	.
O=C(Nc1ccc(Cl)cc1)OCc1cn(-c2ccccc2)nn1	-12%	-19%	-3%	4%	?	-12	1%	63%[activator]	-3%
O=C(c1ccco1)N1CCN(C(=O)N2CCCC2)CC1	-2%	-5%	i	-4%	5%	-16	16%	42%[activator]	-14%
COc1ccc(N(CC(=O)Nc2ccc3c(c2)OCO3)S(=O)(=O)c2ccc(F)cc2)cc1	-7%	-18%	-10%	3%	-10%	4	8%	6%	-18%
CCN(CC)c1ccc(C(=C2C=CC(=[N+](CC)CC)C=C2)c2ccc(S(=O)(=O)O)cc2S(=O)(=O)[O-])cc1	.	20µM*	?	.	.	-90*	.	?	-13%
O=C(C1CCCN(S(=O)(=O)c2ccccc2)C1)N1CCCCCC1 (stereo not drawn)	7%	-18%	i	-5%	2%	-4	1%	80%[activator]	-9%
CC[N+](C)(CC)CCC/C(=N/O)C(O)(c1ccccc1)c1ccccc1	0%	-16%	i	-5%	19%	-11	3%	23%	-6%
O=C(COc1ncnc2scc(-c3ccc(F)cc3)c12)NCc1ccco1	-6%	?	-6%	?	-1%	1	10%	2%	-5%
CCN(CC)Cc1cc2ccccc2c2c1COC2	-1%	-8%	-3%	-12%	-1%	-14	-1%	36%[activator]	-4%
COC(=O)/C(=C/Nc1ccc(O)cc1)[N+](=O)[O-]	-28%	-10%	8%	?	16%	11	-11%	7.1µM*	-7%
COc1ccc(C(NCC(=O)NC(C)c2ccc(Cl)cc2)c2ccccc2)cc1 (stereo not drawn)	-11%	-8%	1%	-8%	4%	-18	-11%	3%	-8%
COc1cccc(NC(=O)N2CCCC(C(=O)NCc3ccc(F)cc3)C2)c1 (stereo not drawn)	0%	-8%	-6%	2%	5%	-7	-7%	30%[activator]	-5%
Cc1nnc(SCCn2c(N3CCCC(C)C3)nc3c2c(=O)n(C)c(=O)n3C)s1 (stereo not drawn)	0%	-8%	-1%	4%	0%	-5	6%	63%[activator]	8%
CC(CCc1ccccc1)NC(=O)COc1cc(F)ccc1[N+](=O)[O-] (stereo not drawn)	-8%	-13%	-9%	-21%	-2%	-2	?	8%	0%
CCNC(=O)N(C)C[C@H]1N[C@@](Cc2ccccc2)(C(=O)OC)[C@H]2C(=O)N(C)C(=O)[C@@H]12	.	-16%	-3%	.	.	.	5%	7%	-14%
C=CCn1c(N)c(C(=O)NCC2CCCO2)sc1=S (stereo not drawn)	2%	-8%	i	8%	27%	-4	14%	-4%	-5%
CC[C@]12c3[nH]c4ccc(Cl)cc4c3CCN1C(=O)[C@@H](CC(=O)NCCc1ccccn1)C[C@@H]2C(=O)N1CCN(C(=O)c2ccco2)CC1	.	-10%	9%	.	.	.	-7%	8%	-16%
COc1ccc(NC(=O)CSc2sc3c(O)cc(=O)[nH]c3c2C#N)c(OC)c1	?	22µM*	-9%	-14%	1.6µM*	-20	1%	2.5µM*	?
Cc1ccc(C)c(C(=O)Cn2ncc(Cl)c(Cl)c2=O)c1	-8%	-11%	0%	?	4%	.	10%	-6%	-17%
Cc1ccc(-n2nc(C)c3c(C(=O)NCCc4ccccc4)cc(C)nc32)cc1	1%	-18%	-6%	-4%	1%	1	.	23%	1%
COc1ccccc1CCn1cnc2c3cc(C)ccc3n(C)c2c1=O	4%	6%	-4%	1%	16%	-5	-6%	-7%	-16%
CC(C)=C1C2CCC1C1C(=O)N(NC(=O)COc3ccc(Cl)c(C)c3)C(=O)C21 (stereo not drawn)	-6%	3%	-3%	-16%	-13%	5	6%	5%	-7%
CCCN(CC(=O)Nc1ccccc1OC)C(=O)c1ccc(=O)[nH]c1	3%	-9%	0%	-5%	30%	13	15%	58%[activator]	1%
O=c1/c(=C/c2ccccc2)sc2nnc(-c3cccs3)n12	-10%	-3%	-12%	37%	-15%	5	-2%	?	-1%
CCC(C)[C@H](NC(=O)OC(C)(C)C)C(=O)NCC1CCC(C(=O)N[C@@H](Cc2ccccc2)C(=O)O)CC1 (stereo partly drawn)	-3%	-1%	2%	-9%	37%	-2	14%	-26%	5%
CCOc1ccc(C(=O)/C=C/Nc2ccc(S(=O)(=O)N=C(N)N)cc2)cc1	2%	-27%	-2%	1%	-1%	-6	7%	-2%	0%
c1ccc2oc(SCc3cn4ccsc4n3)nc2c1	-2%	4%	i	-13%	5%	8	-2%	-10%	-1%
Cc1cccc(N(CC(=O)Nc2ccc(-c3nc4ccc(C)cc4s3)cc2)S(C)(=O)=O)c1	0%	-7%	-3%	-9%	11%	19	-3%	-8%	-8%
CC(c1ccccc1C(=O)O)c1cc(F)cc2ccccc12 (stereo not drawn)	.	-5%	-1%	.	.	-12	.	-10%	0%
Cc1ccc(S(=O)(=O)NC(CC(=O)NC2CCCC2)c2ccco2)cc1 (stereo not drawn)	-6%	-20%	4%	-9%	-1%	2	4%	19%	-4%

Part of the list above with just POLI inh, POLH inh and Tb PGK inh.
structure | POLI inh | POLH inh | Tb PGK inh
Cc1cccc(N(CC(=O)Nc2ccc(-c3nc4ccc(C)cc4s3)cc2)S(C)(=O)=O)c1 | -8% | -7% | -3%
CC(c1ccccc1C(=O)O)c1cc(F)cc2ccccc12 (stereo not drawn) | -10% | -5% | -1%

The main list resumes, starting 3 compounds before the break.
SMILES	BLM inh	POLH inh	Tb PGK inh	Anesthetic bind	POLB inh	RXFP1 antagonist	APE1 inh	POLI inh	POLK inh
Cc1cccc(N(CC(=O)Nc2ccc(-c3nc4ccc(C)cc4s3)cc2)S(C)(=O)=O)c1	0%	-7%	-3%	-9%	11%	19	-3%	-8%	-8%
CC(c1ccccc1C(=O)O)c1cc(F)cc2ccccc12 (stereo not drawn)	.	-5%	-1%	.	.	-12	.	-10%	0%
Cc1ccc(S(=O)(=O)NC(CC(=O)NC2CCCC2)c2ccco2)cc1 (stereo not drawn)	-6%	-20%	4%	-9%	-1%	2	4%	19%	-4%
COc1ccc(C(=O)NC2CCN(C(=S)Nc3cc(C)cc(C)c3)CC2)cc1	2%	-5%	0%	7%	9%	-4	14%	25%	8%
COc1cccc(C(=O)Oc2cc(-c3ccccc3)no2)c1	2%	-8%	-3%	-10%	28%	-5	19%	-5%	-9%
Cc1ccc(OC(=O)c2ccc3c(=O)n4c(nc3c2)CCC4)cc1	.	?	-8%	.	.	-6	14%	19%	-4%
Cc1[nH]c(=O)[nH]c(=O)c1S(=O)(=O)N1CCCC(C(=O)NCCc2ccc(Cl)cc2)C1 (stereo not drawn)	1%	-13%	6%	-10%	34%	-7	-5%	10%	-12%

Compound activity (PubChem BioAssay)

These rows are one share of the data; the hit share may differ from the screen's.
